# TMEM16A act = TMEM16A chloride channel activators or potentiators, primary screen, cell-based, HTS. actives 0.3% (n = 340,000). B-score at 10 µM. Anoctamin-1 (Mus musculus), Q8BHY3. HEK293 TMEM16A/YFP-H148Q/I152L, iodide quench fluorescence; hits give low values;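 active = fluorescence-ratio B-score plate-corrected deviation score at least 3 library SD below zero, with starting fluorescence score within 5 deviations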;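 also: channel opened by trigger with iodide after compound preincubation; score built on the fluorescence ratio of max minus min over baseline; more negative score means more quench and so TMEM16A activation or potentiation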
# RGS4 inh = RGS4 inhibitors, primary screen, cell-based, HEK293 M3R inducible RGS4, calcium flux; Regulator of G-protein signaling 4 (Homo sapiens), P49798; Fluo-4 calcium flux; hits give high values; triggered by carbachol at its EC20; B-score at 10 µM; actives 0.45% (n = 310,000); AID 463165, 2010;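 active = B-score, a plate-corrected calcium signal, over three deviations above library mean, with baseline fluorescence within five deviations of library mean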;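 also: RGS4 expression induced by doxycycline in cells with stable M3 receptor; B-score is computed from the integrated fluorescence ratio over baseline after carbachol; higher B-score means a larger calcium signal and so more RGS4 inhibition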
# Target sequence (P49798 whole entry, looked up): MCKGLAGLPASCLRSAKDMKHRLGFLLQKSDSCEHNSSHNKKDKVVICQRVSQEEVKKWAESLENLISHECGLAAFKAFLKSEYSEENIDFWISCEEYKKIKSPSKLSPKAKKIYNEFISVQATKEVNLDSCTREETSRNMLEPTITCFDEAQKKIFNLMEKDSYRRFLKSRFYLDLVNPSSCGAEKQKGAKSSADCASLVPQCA
# MrgX1 allo act = positive allosteric modulators of MrgX1, primary screen, HEK293 cells, Fluo-4 calcium flux; B-score at 10 µM; actives 0.63% (n = 310,000); AID 588675, 2011; FDSS; hits give high values; Mas-related G-protein coupled receptor member X1 (Homo sapiens), Q96LB2;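 active = plate-corrected calcium response at least 3 library SD above typical, normal starting fluorescence, not activating the receptor alone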;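 also: compound read alongside a low EC10 to EC30 dose of BAM8-22 agonist; peak minus trough fluorescence over baseline measured at the second addition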
# SKKanGAS inh = S. pyogenes SKKanGAS growth inhibitors in kanamycin, primary screen, streptokinase expression inhibitor project, SKKanGAS strain, BacTiter-Glo luminescence; actives 1.3% (n = 300,000); 6 h; AID 1662, 2009; inhibition, % at 7.5 µM;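 active = mean replicate score, as percent of positive control median, at least 50; inconclusive = mean below 50 but one replicate at or above 50; inactive = mean and every replicate below 50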;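 also: strain carries kanamycin resistance gene driven by streptokinase promoter and grows in 40 µg/ml kanamycin; loss of luminescence reflects streptokinase promoter inhibition or plain growth inhibition; 0% = median of DMSO wells and 100% = positive control at its reference dose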
# HDAC3 inh = HDAC3 deacetylase inhibitors, primary screen, biochemical, fluorescence, cell-free homogeneous; Histone deacetylase 3 (Homo sapiens), O15379; actives 0.15% (n = 320,000); recombinant HDAC3, fluorogenic peptide/trypsin coupled; inhibition, % at 8.3 µM; AID 2718, 2010; in the data active = inhibition above about 26%, passing the limit was not always enough; inconclusive = no clear call, values can overlap the other calls
# MrgX1 antag = antagonists of human MrgX1 receptor, primary screen, HEK293 cells, Fluo-4 calcium flux. BAM8-22 antagonism; hits give low values. B-score at 10 µM. actives 1.3% (n = 310,000);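 active = calcium-response B-score plate-corrected more than 3 library SD below zero, starting fluorescence within 5 deviations, no agonist response on first addition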;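 also: peak minus trough fluorescence over baseline after final BAM8-22 challenge near maximal dose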
# RGS4 pot = RGS4 potentiators or activators, primary screen, cell-based, HEK293 M3R inducible RGS4, calcium flux. carbachol calcium flux Fluo4; hits give low values. B-score at 10 µM. actives 0.92% (n = 310,000). AID 463111, 2010;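 active = B-score of the integrated calcium signal more than 4 SD below the library mean, with starting fluorescence not abnormally high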;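 also: negative B-score means reduced calcium response which marks RGS4 activation or potentiation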
#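 Assay system: HEK293 FlpIn-TREx cells, stable M3R, doxycycline-inducible RGS4 / Probe or stimulus: carbachol, ECmax concentration / Times: overnight RGS4 induction, 30 min dye load 37 °C, 20 min compound RT / Signal: kinetic calcium fluorescence imaging with Fluo4-AM dye, 2 µM / Measure: Agonist-evoked peak-minus-minimum fluorescence over baseline, integrated ratio, B score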
# TRPC6 activator = mouse TRPC6 channel activators, primary screen, cell-based, HEK293, membrane potential dye; B-score at 10 µM; AID 2550, 2010; HEK293-TRPC6 membrane potential dye fluorescence; hits give high values; actives 0.13% (n = 310,000); Short transient receptor potential channel 6 (Mus musculus), Q61143;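 active = B-score of the integrated fluorescence ratio above library mean plus 3 SD, and starting fluorescence ratio within library mean plus 5 SD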;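 also: higher score means more depolarization so channel activation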
# Target sequence (Q61143 whole entry, looked up): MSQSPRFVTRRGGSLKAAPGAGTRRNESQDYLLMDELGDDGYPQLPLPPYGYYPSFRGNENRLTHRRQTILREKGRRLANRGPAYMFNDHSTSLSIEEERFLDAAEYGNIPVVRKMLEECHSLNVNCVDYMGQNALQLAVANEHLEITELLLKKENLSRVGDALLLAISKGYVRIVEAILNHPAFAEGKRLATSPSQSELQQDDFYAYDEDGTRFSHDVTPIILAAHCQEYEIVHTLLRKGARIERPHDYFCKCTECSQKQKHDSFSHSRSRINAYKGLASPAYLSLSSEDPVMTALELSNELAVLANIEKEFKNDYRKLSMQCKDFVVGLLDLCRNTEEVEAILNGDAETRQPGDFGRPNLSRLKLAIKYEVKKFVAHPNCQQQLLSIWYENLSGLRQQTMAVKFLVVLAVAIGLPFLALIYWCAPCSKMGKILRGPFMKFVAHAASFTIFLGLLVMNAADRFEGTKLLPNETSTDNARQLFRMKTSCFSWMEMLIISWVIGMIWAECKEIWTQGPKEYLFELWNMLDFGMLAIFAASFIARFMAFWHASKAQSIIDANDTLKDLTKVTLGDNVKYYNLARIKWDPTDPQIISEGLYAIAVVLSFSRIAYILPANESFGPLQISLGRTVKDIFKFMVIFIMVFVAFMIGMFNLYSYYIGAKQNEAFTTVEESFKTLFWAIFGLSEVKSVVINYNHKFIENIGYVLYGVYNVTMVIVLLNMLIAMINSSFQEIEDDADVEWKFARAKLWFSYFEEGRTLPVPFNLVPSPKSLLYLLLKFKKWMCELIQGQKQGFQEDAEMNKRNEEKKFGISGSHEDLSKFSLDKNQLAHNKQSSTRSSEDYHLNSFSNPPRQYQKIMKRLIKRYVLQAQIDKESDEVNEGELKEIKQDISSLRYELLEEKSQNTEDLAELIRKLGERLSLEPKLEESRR
# ANO1 block = TMEM16A chloride channel inhibitors, primary screen, cell-based, HTS; AID 588511, 2011; actives 1.2% (n = 310,000); normalized B-score (activity score, 25-100; higher = stronger inhibition) at 10 µM; HEK293 TMEM16A/YFP iodide influx fluorescence, ionomycin; Anoctamin-1 (Mus musculus), Q8BHY3;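 active = ratio plate-corrected score three or more library SD toward inhibition, starting fluorescence score within five deviations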;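 also: score derived from kinetic fluorescence span divided by baseline fluorescence per well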
# TRPC6 inh = mouse TRPC6 channel inhibitors, primary screen, cell-based, HEK293, membrane potential dye; Short transient receptor potential channel 6 (Mus musculus), Q61143; ACh-evoked depolarization; hits give low values; B-score at 10 µM; actives 1.1% (n = 310,000);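 active = B-score under library mean minus 3 SD, initial fluorescence not abnormally high, positive integrated signal ratio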;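 also: B-score derived from integrated fluorescence ratio over the kinetic read; more negative B-score means stronger inhibition of depolarization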
# MrgX1 ag = agonists of human MrgX1 receptor, primary screen, HEK293 cells, Fluo-4 calcium flux. Mas-related G-protein coupled receptor member X1 (Homo sapiens), Q96LB2. Fluo-4 calcium fluorescence, agonist mode; hits give high values. AID 588627, 2011. B-score at 10 µM. actives 0.44% (n = 310,000);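 active = calcium response B-score plate-corrected fluorescence ratio at least 3 library SD, with starting fluorescence B-score inside 5 SD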
#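 Test system: Stable human MrgX1 HEK293 cell line | Schedule: Overnight plating before 1 h dye loading | Read-out basis: Baseline-normalised fluorescence change ratio, B-scored | Detection: Kinetic calcium dye fluorescence, Fluo-4 NW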
# The depositor's hits bear a star; i = inactive; u = inconclusive; x = no result given. This is a random part of the collection; 6.7% or so of the library scored in one or more.
SMILES,TMEM16A act,RGS4 inh,MrgX1 allo act,SKKanGAS inh,HDAC3 inh,MrgX1 antag,RGS4 pot,TRPC6 activator,ANO1 block,TRPC6 inh,MrgX1 ag
O=C1CC(c2cccc(Cl)c2)CC(O)=C1C=NC1CCCC1 (centres undefined),i,i,i,-3,4,i,i,i,i,i,i
COC(=O)c1c(NC(=O)CN2CCN(S(=O)(=O)c3ccccc3)CC2)sc2c1CCC(C)C2 (centres undefined),x,i,i,8,-10,i,i,i,i,i,i
CC(C)c1ccc2c(c1)C(c1ccc(N3CCOCC3)cc1)=NNC(c1cccs1)=N2,i,i,i,45,10,i,i,i,i,i,i
COc1ccc(/C=N/Nc2nc(Nc3ccccc3)nc(N3CCCC3)n2)cc1,i,i,i,56*,1,-5.9*,i,i,i,i,i
O=C(O)CCSc1nnc(COc2cccc3cccnc23)n1-c1ccccc1,i,i,i,-8,-1,i,i,i,i,i,i
N/C(CS(=O)(=O)c1ccccn1)=N\OC(=O)c1ccccc1Cl,i,i,i,-1,-15,i,i,i,i,i,i
O=C(COc1ncnc2ccccc12)NCC1CCCO1 (centres undefined),i,i,i,-5,1,i,i,i,i,i,i
Cn1c(=O)nc2n(Cc3ccccc3)c3ccccc3cc-2c1=O,i,i,i,2,-54,i,i,i,100*,i,i
COc1ccc(S(=O)(=O)N2CCC(C(=O)NCCC(=O)NCc3cccc(OC)c3)CC2)cc1,i,i,i,-2,-1,i,i,i,i,i,i
CC(C)N(CCNCC(O)COc1ccc(C(C)(C)c2ccccc2)cc1)C(C)C (centres undefined),i,i,i,-8,2,i,i,i,i,i,i
Cc1nc(NC(=O)CSc2ccccc2N)sc1C,x,i,i,-2,2,i,i,i,i,i,i
CSc1c(C#N)sc(=S)n1-c1ccc(C)cc1,i,i,i,2,1,i,i,i,i,i,i
COc1ccccc1N1CCN(C(=O)c2cccs2)CC1,i,i,i,-1,4,i,i,i,i,i,i
Cc1cc(NC(=O)CSc2nc(-c3ccccc3)nc3c2c(=O)n(C)c(=O)n3C)no1,i,i,i,1,3,i,i,i,i,i,i
CCOC(=O)c1nn(-c2ccccc2)c(C#N)c1N,i,i,i,-7,-54,i,i,i,i,i,i
CN1CCC(=O)N([C@H](CSc2ccccc2)c2ccccc2)CC1,i,i,i,2,-1,i,i,i,i,i,i
CC(C)NC(=O)C1(c2ccccc2)CCOCC1,i,i,i,-6,-5,i,i,i,i,i,i
COc1ccc(-c2noc(CNC(=O)CCN3C(=O)[C@H]4CC=CC[C@H]4C3=O)n2)cc1,i,i,i,1,-5,i,i,i,i,i,i
O=C(CCOc1ccccc1)NCC(c1ccco1)N1CCCCC1 (centres undefined),i,i,i,-2,3,i,i,i,i,-5.6*,i
Nc1cc(=O)[nH]c(=O)n1CCCc1ccccc1,i,i,i,-6,-3,i,i,i,i,i,i
Cn1c(=O)[nH]c(=O)c2c1nc(N1CCNCC1)n2Cc1ccccc1,i,i,i,-2,3,i,i,i,i,i,i
CN1CCC(=NNC(=O)c2cn(-c3ccccc3)nc2-c2ccccc2)CC1,i,i,i,10,-11,i,i,i,i,i,i
Cc1c(OCC(=O)NCC2CCC(C(=O)NCCCO)CC2)ccc2c(-c3ccccc3)cc(=O)oc12 (centres undefined),i,i,i,4,u,i,i,i,i,i,i
CCOC(=O)C1CCCN(c2nc3ccccc3nc2C(C#N)C(=O)NCc2ccccc2)C1 (centres undefined),i,i,i,14,12,i,i,i,i,i,i
CSCc1cc(N(C)C)nc(SCc2ccc(Cl)cc2Cl)n1,i,i,i,8,2,i,i,i,i,i,i
# Next part.
SMILES,TMEM16A act,RGS4 inh,MrgX1 allo act,SKKanGAS inh,HDAC3 inh,MrgX1 antag,RGS4 pot,TRPC6 activator,ANO1 block,TRPC6 inh,MrgX1 ag
CCNS(=O)(=O)c1ccc(NC(=O)c2cc(C(F)(F)F)nn2C)cc1,i,i,i,-5,1,i,i,i,i,i,i
Cc1ccc(C)c(S(=O)(=O)NCC(=O)Nc2sc3c(c2C(N)=O)CCC(C)C3)c1 (centres undefined),i,i,i,1,-1,i,i,i,i,i,i
CC1CN(C(=O)c2scc3c2OCCO3)CC(C)O1 (centres undefined),i,x,i,x,-3,i,x,x,i,x,i
Cc1cc(CSc2ccccc2)ccc1NC(=O)c1ccc(CN2CCOCC2)cc1,i,i,i,3,-3,i,i,i,i,i,i
O=S(=O)(c1ccc(Br)s1)N1CCc2ccccc2C1,i,i,i,16,2,i,i,i,i,i,i
Cc1ccccc1Nc1nc(-c2sc(NC(=O)c3cccc(Cl)c3)nc2C)cs1,x,i,i,27,4,i,i,i,i,i,i
O=C(CN(Cc1ccccc1Cl)C(=O)c1ccc(CN2CCOCC2)o1)NCC1CCCO1 (centres undefined),i,i,i,8,1,i,i,i,i,i,i
O=C(N/N=C/c1cc([N+](=O)[O-])ccc1O)c1c[nH]c2ccccc12,i,i,i,66*,5,i,i,i,i,i,i
Cc1cccc(-c2ccc(C=Nc3c(C)n(C)n(-c4ccccc4)c3=O)o2)c1,i,i,i,x,7,i,i,i,i,i,i
COc1ccc(C2CC(c3cccs3)=NN2c2nc(C)c(C(C)=O)s2)cc1OC (centres undefined),i,i,x,-2,x,x,i,i,x,i,x
CCOc1cc(/C=N/NC(=O)c2cccnc2)ccc1OCc1ccc(C(=O)OC)o1,i,i,i,-10,3,i,i,i,i,i,i
COc1ccc(CNC(=O)c2onc(C)c2Cl)cc1,i,i,i,-3,-2,i,i,i,i,i,i
O=C(Oc1cccc2cccnc12)c1cccc([N+](=O)[O-])c1,i,i,i,22,5,i,i,i,i,i,i
COC(=O)c1ccc(Oc2nc(C(N)=O)cc(-c3ccccc3)n2)cc1,i,i,i,6,-4,i,i,i,i,i,i
O=[N+]([O-])c1ccccc1S(=O)(=O)N1CCc2ccccc2C1,i,i,i,-18,7,i,i,i,i,i,i
NC(=O)C1CCN(C(=O)c2cnn(-c3ccccc3)c2NC(=O)c2cccc(F)c2)CC1,i,i,i,0,-1,i,i,i,i,i,i
Cc1ccc(S(=O)(=O)N2[C@@H](c3cccc(Cl)c3)C(C(=O)O)=CC[C@H]2c2ccc(Cl)c(Cl)c2)cc1,i,x,i,x,16,-6.2*,x,x,100*,x,i
COc1ccc(C2CC(c3ccccc3)=NN2C(=O)c2cccs2)cc1 (centres undefined),i,i,i,59*,9,i,i,i,i,i,i
c1ccc(CSc2nnc(-c3ccco3)n2Cc2ccccc2)cc1,i,i,i,2,-2,i,i,i,i,i,i
Cc1cccn2c(=O)c(C=O)c(N3CCN(c4ccccc4)CC3)nc12,i,i,i,-4,3,i,i,i,i,i,i
CC(=O)Nc1cccc(NC(=O)c2ccc(COc3ccccc3)cc2)c1,i,i,x,0,x,x,i,i,x,i,x
COc1cccc(COC(=O)C2CC(=O)N(Cc3ccco3)C2)c1OC (centres undefined),i,i,i,-11,1,i,i,i,i,i,i
CCOCCCNC(=O)Cc1c(C(=O)O)[nH]c2ccc(Cl)cc12,i,i,i,0,6,i,i,i,i,i,i
O=C(O)c1ccc2c(c1)OCCO2,i,i,i,-2,-6,i,i,i,i,i,i
CCCc1nc(N)c(C#N)c(-c2ccco2)c1CC,i,i,i,8,-4,i,i,i,i,i,i
# Additional structures
SMILES,TMEM16A act,RGS4 inh,MrgX1 allo act,SKKanGAS inh,HDAC3 inh,MrgX1 antag,RGS4 pot,TRPC6 activator,ANO1 block,TRPC6 inh,MrgX1 ag
O=C(CSc1nc2ccccc2c(=O)n1CCCN1CCOCC1)Nc1cccc(S(=O)(=O)N2CCCCCC2)c1,i,i,i,5,2,i,i,i,i,i,i
Cc1c(C(=O)N2CCCC2)c(S(=O)(=O)NCC(C)c2ccccc2)c(C)n1C (centres undefined),i,i,i,-14,-7,i,i,i,i,i,i
CC(=O)C1=NOC(CNC(=O)c2c(-c3ccccc3Cl)noc2C)C1 (centres undefined),i,i,i,0,-1,i,i,i,i,i,i
Cc1ccc(C(=O)N2CCC(Cc3ccccc3)CC2)cc1[N+](=O)[O-],i,i,i,1,-2,i,i,i,i,i,i
Cc1ccc(N2C(S)=C(C#N)C(=O)NC2c2cccs2)cc1 (centres undefined),i,i,i,x,11,i,i,i,i,i,i
Cc1cc(C)nc(SCc2cccc(C(=O)O)c2)n1,i,i,i,-3,5,i,i,i,i,i,i
COc1ccc(CCNC(=O)CSCc2ccc(Br)cc2)cc1OC,i,i,i,-2,-3,i,i,i,i,i,i
CC(NC(=O)C1CCCCC1)c1ccc2c(c1)OCCO2 (centres undefined),i,i,i,-7,x,i,i,i,i,i,i
Cc1ccccc1OCCNC(=S)Nc1ccccc1,i,i,i,-2,3,i,i,i,i,i,i
COCCN(CC(=O)NCc1ccccc1)C(=O)CCC(=O)Nc1ccccn1,i,i,i,-5,-4,i,i,i,i,i,i
O=C(Cc1cccs1)NCc1cccs1,i,i,i,-1,-13,i,i,i,i,i,i
Cc1cc2n(n1)C(c1sccc1C)Nc1ccccc1-2 (centres undefined),i,i,i,x,8,i,i,i,i,i,i
CCn1c2ccccc2c2cc(CN3CCN(S(=O)(=O)CC)CC3)ccc21,x,i,i,-11,4,i,i,i,i,i,i
CCOC(=O)N1CCN(C(=O)c2ccccc2NC(=O)c2ccc(OC)cc2)CC1,i,i,i,10,-11,i,i,i,i,i,i
COc1ccc2nc(NC(=O)CSc3n[nH]c(N)n3)sc2c1,i,i,i,-12,4,i,i,i,i,i,i
Cc1cc(NC(=O)COC(=O)c2ccco2)no1,i,i,i,-1,2,i,i,i,i,i,i
CCCC(=O)NCc1ccncc1,x,i,i,-1,0,i,i,i,i,i,i
